# LMPTP block = blocks human LMPTP phosphatase; 0.22% of 360,000 active; recombinant LMPTP-A, OMFP fluorogenic substrate, fluorescence intensity; P24666; inhibition, % at 20 µM;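 active = compounds that cut the enzyme signal by at least half of the control window in the single-dose screen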;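 note: plate controls were DMSO wells with enzyme plus substrate for no effect and substrate without enzyme for full effect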
# Target sequence (P24666 whole entry, looked up): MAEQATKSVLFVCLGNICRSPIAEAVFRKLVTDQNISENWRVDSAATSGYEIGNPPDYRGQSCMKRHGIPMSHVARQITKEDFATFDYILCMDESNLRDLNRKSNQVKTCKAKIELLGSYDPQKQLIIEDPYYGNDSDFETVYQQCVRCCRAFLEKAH
#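 Material: LMPTP-A; amount: 0.625 nM enzyme; doses: single 20 µM dose; times: reaction 50 min, room temperature, dark; technique: fluorescence intensity of OMFP turnover product; benchmarks: no-enzyme and uninhibited controls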
# Rpn11 block = inhibitors of human proteasome Rpn11; 0.59% of 360,000 active; human 26S proteasome, Ub4-pepOG fluorescence polarization; 20S core pre-blocked with epoxomicin; calls only at 20 µM; AID 588493; O00487;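 active = inhibition at 20 µM, scaled to each plate's controls, above about 33%, limit read from the data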
# MT1-MMP act inh = blocks activation of human MT1-MMP | P50281 | HT1080 RFP-PRO-GFP cells, GFP/RFP ratio fluorescence, overnight; percent of plate control window, DMSO zero | GFP/RFP ratio change, % at 20 µM | 0.061% of 360,000 active;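 active = GFP/RFP ratio change of at least 30% with cell ATP level not reduced by more than half and red fluorescence within 50% of control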; note: strong numbers were not always called active
#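 Assay system: RFP-PRO-GFP reporter HT1080 cells; read-out basis: GFP/RFP fluorescence ratio; benchmarks: DMSO wells and RFP-L50D-GFP cells; doses: 20 µM single dose, 1% DMSO; schedule: overnight cell settling, then overnight compound exposure, 37 °C, 5% CO2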
# NRP1-CendR mod = NRP-1/CendR interaction modulation. O14786. FAM-RPARPAR peptide binding to NRP-1, fluorescence polarization. inhibition, % at 25 µM. 0.85% of 360,000 active. AID 602438;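 active = inhibition or corrected inhibition above about 18%, plus a signal ratio from 0.5 to 1.5, limit read from the data, passing the limit was not always enough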; note: strong numbers were not always called active
# SUMO1-SIM PPI = alters human SUMO1 binding to SIM partners. P63165. SUMO1 binding to a labelled peptide, TR-FRET, 1 h. inhibition, % at 20 µM. 0.33% of 360,000 active. AID 602429; in the data active = inhibition above about 37%
# Target sequence (P63165 whole entry, looked up): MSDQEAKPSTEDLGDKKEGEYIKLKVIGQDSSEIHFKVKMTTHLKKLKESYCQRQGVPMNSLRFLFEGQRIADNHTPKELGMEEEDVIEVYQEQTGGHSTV
# SKN-1 inh = blocks SKN-1 activity in C. elegans. C. elegans VP596 Pgst-4::GFP/RFP ratio, acrylamide-induced, 24 h. AID 624304. 0.49% of 360,000 active. inhibition, % at 21.8 µM;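 active = interference check ratio from 0.5 to 1.5 plus GFP to RFP signal ratio inhibition reaching or exceeding a fixed threshold, cut at about 30% in these data, passing the limit was not always enough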; note: some compounds called inactive have numbers as strong as hits
# Scp1 inh = Scp-1 (human) phosphatase inhibition. Q9GZU7. Recombinant Scp1, phosphopeptide, malachite green phosphate absorbance. inhibition, % at 20 µM. 0.88% of 340,000 active. AID 493091;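 active = inhibition above about 50% at 20 µM, limit read from the data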;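 note: plate controls were DMSO wells with enzyme for no effect and wells lacking enzyme for full effect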
# Target sequence (Q9GZU7 76-261 limits assumed): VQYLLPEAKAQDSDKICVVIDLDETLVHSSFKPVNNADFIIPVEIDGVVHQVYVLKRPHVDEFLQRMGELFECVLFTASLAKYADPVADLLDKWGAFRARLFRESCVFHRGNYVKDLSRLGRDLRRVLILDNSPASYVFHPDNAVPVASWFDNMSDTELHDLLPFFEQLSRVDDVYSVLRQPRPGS
#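 Material: truncated SCP-1 phosphatase (76-261aa) / Buffer or medium: 50 mM Tris acetate pH 5.5, 0.005% Tween-20, 10 mM MgCl2 / Compound dosing: one concentration, 20 µM, with 1.0% DMSO / Incubation: 45 min room-temperature reaction, 5 min colour, 30 min stabiliser / Detection: colorimetric free-phosphate detection, absorbance 630 nm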
# DNMT1 block = blocks human DNA methyltransferase DNMT1 | P26358 | DNMT1 molecular beacon, Hinp1I cleavage, fluorescence | inhibition (reported as % activation of signal), % at 10 µM | 0.83% of 360,000 active; in the data active = inhibition above about 50%
# NadD inh = blocks S. aureus nicotinate mononucleotide adenylyltransferase. purified NadD enzyme, colorimetric absorbance read-out. inhibition, % at 20 µM. 0.78% of 360,000 active; in the data active = inhibition above about 26%; note: some compounds past the cut are filed as inactive
# STEP block = inhibitors of human striatal-enriched phosphatase STEP. P54829. recombinant STEP, OMFP fluorogenic substrate, fluorescence. inhibition, % at 20 µM. 0.25% of 360,000 active. AID 588621;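 active = inhibition at 20 µM, scaled per plate between control wells, above about 37%, limit read from the data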;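 note: 0% = DMSO with enzyme and substrate and 100% = substrate only without enzyme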
# Target sequence (P54829 whole entry, looked up): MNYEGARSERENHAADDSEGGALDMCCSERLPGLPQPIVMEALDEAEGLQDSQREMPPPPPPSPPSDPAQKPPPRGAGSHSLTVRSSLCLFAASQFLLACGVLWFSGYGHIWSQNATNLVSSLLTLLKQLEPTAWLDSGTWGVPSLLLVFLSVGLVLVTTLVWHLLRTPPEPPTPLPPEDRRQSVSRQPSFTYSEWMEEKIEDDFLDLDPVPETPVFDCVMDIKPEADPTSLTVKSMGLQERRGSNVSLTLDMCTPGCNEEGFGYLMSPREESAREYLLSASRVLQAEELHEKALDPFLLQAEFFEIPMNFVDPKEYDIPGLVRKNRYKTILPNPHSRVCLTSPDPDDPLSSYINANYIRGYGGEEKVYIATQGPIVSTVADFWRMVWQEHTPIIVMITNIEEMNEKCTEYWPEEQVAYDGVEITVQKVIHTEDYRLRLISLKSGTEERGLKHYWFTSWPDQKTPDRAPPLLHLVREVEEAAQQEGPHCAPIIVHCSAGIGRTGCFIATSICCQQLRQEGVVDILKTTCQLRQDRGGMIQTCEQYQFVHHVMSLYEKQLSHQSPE
#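 Measure: Control-normalized % inhibition with plate pattern correction | Test system: STEP phosphatase, cell-free reaction | Medium: pH 6.0 Bis-Tris with DTT and Tween 20 | Technique: Fluorescence, 480/540 nm | Times: Reaction 20 min, ambient temperature | Doses: Single compound dose of 20 µM, 1% DMSO final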
# Numbers without * were called inactive; i = inactive; x = no result given.
molecule	LMPTP block	Rpn11 block	MT1-MMP act inh	NRP1-CendR mod	SUMO1-SIM PPI	SKN-1 inh	Scp1 inh	DNMT1 block	NadD inh	STEP block
CNS(=O)(=O)c1ccc(NC(=O)C2CC(=O)N(c3ccc(Cl)cc3)C2)cc1 (stereo not drawn)	2.7	i	3.8	7.4	-4.5	-6.6	2.7	1.8	0.2	1.7
CCOC(=O)/C(=N/Nc1ccc(OC)cc1)Sc1nnc(CCc2ccccc2)n1-c1ccccc1	1.5	i	0.5	0.1	1.1	6.8	3.1	-0.7	7.9	0.3
CO/N=C(/CNC(=O)c1ccccc1Cl)c1ccc(Cl)cc1	1.6	i	2.4	5.9	0.6	17.9	-1.9	0.9	-0.6	-1.6
COCCn1c(C)cc(/C=C(\C#N)C(=O)OCC(=O)N(C)c2c(N)n(Cc3ccccc3)c(=O)[nH]c2=O)c1C	0.1	i	0.1	-6.4	-16.0	-1.9	-1.2	-2.0	13.3	-0.3
CCCCc1cc(=O)oc2cc(OCC(=O)NCCN3CCOCC3)ccc12	-0.1	i	5.0	5.7	-7.6	-10.1	-5.7	2.3	-3.9	0.1
COc1ccccc1CC(NC(C)=O)C(=O)N1CCN(C(=O)c2cccs2)CC1 (stereo not drawn)	1.0	i	-0.7	3.3	-0.7	27.6	-4.8	1.1	1.2	0.1
CC(C)C(=O)Nc1cccc(-c2nc3ccccc3c(=O)o2)c1	-2.0	i	5.0	-0.5	3.5	-16.8	-3.3	-3.3	-3.7	-1.8
CCCCN(Cc1ccccc1)C(=O)C1CCN(Cc2sccc2C)CC1	-1.6	i	-3.8	-1.9	10.0	-8.9	-5.5	5.2	0.6	1.0
Cc1cc(NC(=O)/C(C#N)=C\c2ccc(-c3ccc(SC(F)F)cc3)o2)n(-c2ccccc2)n1	-0.3	x	-97.0	-199.1	-0.5	4.4	-12.4	21.4	8.3	-1.3
Cc1ccc(S(=O)(=O)N2CCOCC2)cc1NC(=O)COC(=O)c1ccc2c(c1)OCCO2	0.1	i	2.4	10.8	-5.0	-19.7	-3.9	2.2	-6.6	1.3
CCOC(=O)C1CCN(c2nc3ccccc3nc2C(C#N)C(=O)OC(C)COC)CC1 (stereo not drawn)	0.8	i	-23.5	6.8	-16.0	-25.4	-9.0	2.0	-5.5	0.3
Cc1ccnc(NC(=O)c2ccc([N+](=O)[O-])s2)c1	-3.1	i	1.2	11.5	-29.5	10.1	4.0	-3.4	-6.4	3.8
COc1ccccc1-c1cn[nH]c1-c1ccc(OCc2ccccc2F)cc1O	4.4	i	7.5	5.4	2.5	14.7	-7.2	-13.3	5.3	-2.6
C=CCN1C(=O)/C(=C\c2ccc(Cl)cc2)N=C1SCC(=O)NCCC	-0.5	i	0.1	8.4	-5.3	-8.4	-14.3	13.5	3.9	2.6
CCN1C(=O)[C@H]2[C@@H](c3ccc(OC)cc3)N[C@]3(CCCN(Cc4ccccc4)C3=O)[C@H]2C1=O	-1.0	i	-1.2	7.5	7.4	-20.2	x	3.4	7.7	0.6
O=C(c1nc2ccc(Cl)cn2c1CN1CCCC1)N1CCc2ccccc2C1	8.0	i	-12.8	-27.2	7.6	4.0	52.3*	14.3	14.0	-1.4
COc1cc(CN2CCNC(=O)C2CC(=O)N(C)Cc2cccnc2)cc(OC)c1 (stereo not drawn)	-1.2	i	2.3	6.1	1.7	-1.3	-8.6	-4.8	5.3	-2.4
CCN(CC)CCNC(=O)c1ccc(CS(=O)(=O)c2ccc(Br)cc2)o1	-2.4	i	0.5	-6.5	-4.3	7.6	-4.2	0.6	-3.8	-2.2
Cc1nnc(SCC(N)=O)n1CCc1ccccc1	-0.7	i	3.0	-0.6	-1.9	4.7	-1.7	-1.2	0.7	-0.9
CN(C)c1ccc(CNn2cnnc2)cc1	3.4	i	0.3	10.3	3.2	-13.8	1.7	0.7	-5.7	-2.1
COc1ccc(/C=N/NC(=O)c2ccc(CSc3nc(C)cc(C)n3)cc2)c(OC)c1OC	0.9	i	0.6	-2.0	-0.5	-5.4	7.3	-6.5	-0.4	3.9
CC(C)CNC(=O)c1ccccc1NC(=O)CN(c1ccccc1)S(=O)(=O)N(C)C	0.6	i	-2.9	-41.9	-1.6	-8.8	-6.4	-3.2	0.2	0.0
COc1ccc(-c2cnn(C3CCS(=O)(=O)C3)c2N)cc1 (stereo not drawn)	-0.9	i	8.8	8.0	1.2	13.9	0.8	-0.2	4.1	-1.1
Cc1ccc2c(c1)[nH]c1c(=O)n(CCCN3CCOCC3)cnc12	-0.7	i	-1.0	-12.3	0.0	3.1	-9.6	-0.4	-1.7	5.2
CC(=O)CC[C@@H](C)O[C@@H]1OC(C)[C@H](O)CC1O (stereo partly drawn)	-0.3	i	-1.1	17.3	-2.3	-4.5	6.4	2.7	-3.0	2.0
Cc1ccc(S(=O)(=O)N2CCOCC2)cc1NC(=O)Cn1ccsc1=N	-1.4	i	-2.7	14.5	0.6	-2.5	5.6	0.3	-4.7	-4.2
COc1ccc(CNC(=O)Cn2cc(C(F)(F)F)ccc2=O)cc1OC	-0.6	i	-2.3	9.6	1.7	-3.8	-10.1	-1.1	-2.8	0.2
CCCC(c1nnnn1Cc1ccco1)N1CCN(C2CCCC2)CC1 (stereo not drawn)	-1.0	i	3.4	4.5	-0.7	-3.8	5.2	-0.8	-2.7	0.0
O=C(Nc1nccs1)C1CCCN1/C=C/C(=O)C(F)(F)F (stereo not drawn)	-1.7	i	-4.1	0.5	-4.0	-1.6	-2.0	1.3	-0.2	-1.0
COc1ccc(CCNC(=O)C2CCCN(S(=O)(=O)c3cccc4nonc34)C2)cc1OC (stereo not drawn)	-1.2	i	3.2	-6.4	-21.8	28.9	7.6	-0.2	-2.4	8.2
CCCC(=O)Nc1c(-c2ccccc2)c(=O)c(C)nn1-c1ccccc1	-0.8	i	-0.8	-1.9	-1.7	10.1	-6.2	6.7	-2.9	0.0
CC(C)C[C@H](NC(=O)c1[nH]cnc1C(=O)N[C@@H](Cc1ccccc1)C(=O)OCc1ccccc1)C(=O)OC(C)(C)C	4.2	i	-16.6	13.5	6.7	0.5	-3.5	-17.4	8.2	-1.1
CCN1CCN(CC(=O)N2N=CCC2c2ccccc2)CC1 (stereo not drawn)	-0.9	i	-0.4	-5.0	3.9	-8.7	0.9	0.2	3.9	3.2
N#Cc1ccc(-c2nc3ccc(Br)cn3c2Cc2ccccc2)cc1	4.1	i	-3.2	0.1	-16.0	6.6	x	10.6	6.4	1.3
Cc1ccc(C(=O)N(CC(=O)NC2CCCC2)c2ccc(F)cc2)s1	-0.9	i	0.9	4.9	0.3	-15.3	10.0	0.1	-1.8	-0.9
Cc1cc(=O)[nH]c(-c2ccccc2O)n1	-0.9	i	5.6	2.9	2.4	-33.5	0.2	4.2	-6.8	-1.4
Cc1csc(NC(=O)CSc2nnc(-c3ccoc3C)n2Cc2ccco2)n1	0.3	i	-3.5	-15.3	3.9	-25.8	-1.0	-2.3	-2.3	4.4
COc1ccc(C(=O)Nc2ccc(Oc3ncnc4sc(-c5ccccc5)cc34)cc2)cc1OC	-0.7	i	-2.2	8.3	19.4	7.6	-6.7	37.8	-1.3	13.5
COCC1CCN(C(=O)c2ccc3oc(Cc4ccc(Cl)cc4)nc3c2)C1 (stereo not drawn)	-0.3	i	-1.9	-1.5	-4.0	-11.0	2.3	-0.7	-3.0	0.7
CC(C)[C@H](NC(=O)OC(C)(C)C)C(=O)N/N=C/c1cccc2nccnc12	-2.4	i	5.9	-5.8	-17.9	-17.0	-1.1	0.3	-3.0	1.6
CCC(C(=O)OC)n1cnc2c(nnn2-c2ccc(F)cc2)c1=O (stereo not drawn)	-0.9	i	2.8	-1.5	2.7	-6.7	-1.2	0.8	-5.7	-4.0
CCSc1nnc(SCC(=O)N2CCN(C(=O)c3ccco3)CC2)s1	0.3	i	-2.9	0.9	3.3	5.6	-4.8	0.9	0.0	0.1
Cc1ccc(CC2CC(=O)N(c3ccncc3)C2=O)cc1 (stereo not drawn)	-0.4	i	-6.1	11.3	-4.2	17.9	21.0	-2.0	5.1	-2.4
CCOCC(=O)Nc1cccc(NC(C)=O)c1	-0.1	i	1.2	-0.6	-3.7	19.2	-4.6	1.2	1.6	1.0
CN1CCN(S(=O)(=O)c2cccc(C(=O)O)c2)CC1	-0.9	i	-0.5	-10.4	3.3	3.3	-9.0	-0.6	-2.1	-0.6
Cc1cnc(C(=O)OCC(=O)c2ccc(Br)s2)cn1	-0.9	i	-1.8	4.1	-9.5	5.3	-1.1	2.1	-1.2	0.2
COc1ccc(CSC2=NCCN2)cc1Br	-1.2	i	2.4	-5.8	1.1	2.0	-2.0	1.6	-0.2	-2.0
COc1ccccc1S(=O)(=O)Nc1cccc(-c2nnc3n2CCCCC3)c1	0.5	i	2.3	-0.7	0.5	6.3	5.8	0.1	-3.6	0.1
O=C1C=C(c2ccc(C(=O)O)cc2)C[C@@H](c2ccc3c(c2)OCO3)C1	0.4	i	0.7	-14.2	-7.2	-9.5	16.4	9.3	-1.9	3.3
Cc1ccccc1OCC(=O)NCCN(C)C	-10.8	i	3.3	5.4	1.9	-6.3	-5.6	-0.5	0.1	1.0
COCc1[nH]nc2c1C1(CCSCC1)C(C#N)=C(N)O2	-0.5	i	5.1	4.8	-0.4	3.9	-7.7	-5.4	1.7	0.9
Clc1ccc(N2CCN(Cc3ccco3)CC2)cc1	-0.4	i	0.5	4.6	-6.1	-0.9	-3.9	5.9	-6.3	0.3
Cc1cccc(-n2ncc3c(NCc4ccc5c(c4)OCO5)ncnc32)c1	2.6	i	0.0	1.9	2.9	-18.3	6.9	-6.8	5.9	-2.9

# An excerpt from above in order of the SKN-1 inh value, highest first.
canonical_smiles | LMPTP block | Rpn11 block | MT1-MMP act inh | NRP1-CendR mod | SUMO1-SIM PPI | SKN-1 inh | Scp1 inh | DNMT1 block | NadD inh
O=C(c1nc2ccc(Cl)cn2c1CN1CCCC1)N1CCc2ccccc2C1 | 8.0 | i | -12.8 | -27.2 | 7.6 | 4.0 | 52.3* | 14.3 | 14.0
COc1ccc(CSC2=NCCN2)cc1Br | -1.2 | i | 2.4 | -5.8 | 1.1 | 2.0 | -2.0 | 1.6 | -0.2
Cc1ccccc1OCC(=O)NCCN(C)C | -10.8 | i | 3.3 | 5.4 | 1.9 | -6.3 | -5.6 | -0.5 | 0.1

# Assay outcomes from PubChem.
